mcGAS RapidFire: inhibitors of mouse cGAS; 130,000 compounds, 0.18% hits; Q8C6L5; recombinant mouse cGAS, cGAMP by RapidFire MS; inhibition, % at 12.5 µM;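 active means inhibition of cGAS enzyme activity at or above 60%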;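 further: enzyme stimulated by 45 bp dsDNA with ATP and GTP substrates; cGAMP share of summed cGAMP plus half ATP and half GTP signals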
Target sequence (Q8C6L5 whole entry, looked up): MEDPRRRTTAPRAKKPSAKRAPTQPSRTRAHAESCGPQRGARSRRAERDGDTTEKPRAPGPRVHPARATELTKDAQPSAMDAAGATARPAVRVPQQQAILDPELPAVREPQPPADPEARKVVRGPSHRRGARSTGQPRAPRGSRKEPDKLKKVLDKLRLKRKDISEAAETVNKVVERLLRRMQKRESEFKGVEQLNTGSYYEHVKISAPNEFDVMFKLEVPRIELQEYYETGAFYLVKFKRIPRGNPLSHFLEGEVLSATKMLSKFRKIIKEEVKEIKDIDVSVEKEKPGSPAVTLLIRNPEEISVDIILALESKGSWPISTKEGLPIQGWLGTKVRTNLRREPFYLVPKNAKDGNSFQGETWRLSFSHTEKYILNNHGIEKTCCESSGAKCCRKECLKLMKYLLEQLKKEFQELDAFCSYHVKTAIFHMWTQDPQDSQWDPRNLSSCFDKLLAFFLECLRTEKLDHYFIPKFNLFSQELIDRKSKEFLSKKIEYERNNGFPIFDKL
* = called active by the depositor; & = joins results of further samples. This is a subset (hit frequency here may not be typical).

mcGAS RapidFire,SMILES
-18&6,CN(C)S(=O)(=O)CCNC(=O)C(O)c1ccc(C(F)(F)F)cc1 (centres undefined)
-1,COCCn1c(N2CCN(Cc3ccccc3C)CC2)nc2c1c(=O)[nH]c(=O)n2C
-14,Cc1[nH]ncc1CCCNC(=O)N1CCCC1CC(C)(C)C (centres undefined)
-12,COc1ccc(CNC(=O)c2sc(=O)n(Cc3ccccc3C)c2C)cc1
-6,Cc1nnsc1C(=O)N1CCC(CO)(Cc2ccccc2Cl)CC1
-7,Cc1cc(=O)n2nc(CN3CCNC(=O)C3c3c(C)nn(-c4ccccc4)c3C)sc2n1 (centres undefined)
-12,O=C(NCc1cccnc1)Nc1ccc2c(c1)OC1(CCCCC1)O2
-16,CCC1=NOC(CNC(=O)Cc2csc(C)n2)C1 (centres undefined)
-5,CCOC(=O)Nc1cc(C(C)(C)C)on1
-10,CCCN1CCC(NC(=O)c2oc3c(C)ccc(C)c3c2C)CC1
-9,COCOc1cccc(CN2CCC2(C)C(=O)NCCCN2CCCC2=O)c1 (centres undefined)
5,CC1(C)CSC(=NCCc2ccccc2)N1C(=O)/C=C/c1ccco1
5,Cc1[nH][nH]c(=O)c1C(c1ccccc1[N+](=O)[O-])c1c(C)[nH][nH]c1=O
17,Cc1ncnc2c1ncn2-c1cc(O)c(F)c(F)c1
-3,Cc1ccc(/C=C/C2=NC(=C\c3ccccc3F)/C(=O)O2)cc1
-16,CCN(CC)CCCNc1ccc(C2CCCC2)cc1
-24,Cc1cc(C)n(-c2cc(C)c(C)cc2Br)n1
-11,COC(=O)C1(C)CCN(C(=O)CSC(C)(C)C)C1 (centres undefined)
-3,Cc1[nH]c2ccccc2c1-c1nc(NCC2CCCO2)sc1C (centres undefined)
-7,O=C(Nc1ccc(-c2csnn2)cc1)N1CCCC1
-4,COC(=O)c1cc(S(=O)(=O)N(C)Cc2ccc(OC)cc2)cn1C
-9,CCS(=O)C1CCCC(NC(=O)CN(C)C(=O)c2ccc(Br)s2)C1 (centres undefined)
-28,Cn1c(Sc2nc3ncccn3n2)c(C#N)c(=O)n(C)c1=O
-7,Cn1c(-c2ccccc2)c(C=NNc2nncc3ccccc23)c2ccccc21
-5,O=C(C=Cc1c(F)cccc1Cl)N1CCN(S(=O)(=O)c2cccc(F)c2)CC1

Retrieved by compound from the list above, 6 records:
mcGAS RapidFire,SMILES
-28,Cn1c(Sc2nc3ncccn3n2)c(C#N)c(=O)n(C)c1=O
-6,Cc1nnsc1C(=O)N1CCC(CO)(Cc2ccccc2Cl)CC1
-16,CCC1=NOC(CNC(=O)Cc2csc(C)n2)C1 (centres undefined)
-3,Cc1ccc(/C=C/C2=NC(=C\c3ccccc3F)/C(=O)O2)cc1
-18&6,CN(C)S(=O)(=O)CCNC(=O)C(O)c1ccc(C(F)(F)F)cc1 (centres undefined)
-7,O=C(Nc1ccc(-c2csnn2)cc1)N1CCCC1

Next section
mcGAS RapidFire,SMILES
-11,CCc1ncc(C(=O)N2CCN(C(C)c3cccc(OC)c3)CC2)[nH]1 (centres undefined)
-1,CN1CCN(c2cc(NCCCc3nc4ccccc4[nH]3)nc(N)n2)CC1
-5,O=C1CCCN1CCCC(=O)N1CC[C@@H](N2CCN(c3ccccc3F)CC2)[C@H](O)C1
-6,CC(=O)Nc1ccc(SCC(=O)Nc2ccc(N3CCCCC3)nc2)cc1
5,O=C1CCCN1C(=O)CNC(c1ccccc1)c1ccccc1
-2,COC(=O)Cn1c(=O)c2c(nc3n(-c4cc(C)ccc4C)c(C)c(C)n23)n(C)c1=O
-11,CN1C(=C2C=NN(c3ccccc3)P2(=S)OCCc2ccccn2)C(C)(C)c2ccccc21 (centres undefined)
-13,C/C(=C\C(=O)c1ccc(Br)cc1)Nc1ccc(O)cc1C
-10,N=C(N)N=Nc1c(O)[nH]c2ccccc12
-10,COc1ccc(Cc2nnc(NCCc3ccccc3)[nH]c2=O)cc1
-6,CCc1c(O)c(I)c(=O)n(-c2ccccc2)c1-c1ccccc1
-4,CCCS(=O)(=O)C(C)C(=O)NCC(C)(C)c1ccc(Cl)c(Cl)c1 (centres undefined)
-20,Cc1ccoc1C(=O)NS(=O)(=O)c1cccc(S(C)(=O)=O)c1
-17,Cc1ccc(C(C)NC(=O)CN2CCS(=O)(=O)CC2)cc1 (centres undefined)
-20,CN(Cc1ccc2c(c1)OCCO2)Cc1cn[nH]c1-c1ccc(F)cc1
6,CCCc1nc(SCC(=O)Nc2ccc(C)cc2)c2c(=O)n(C)c(=O)n(C)c2n1
-11,Cc1cc(N)n2nc(C)c(C#N)c2n1
-9,O=C(c1cn(CCCc2ccccc2)nn1)N1CCCCCCC1
-9,COCCNC(=O)CC(c1ccccc1)c1cccc(Cl)c1 (centres undefined)
-35,CC(C)(NC(=O)c1cccs1)C(=O)N1CCCC2(CNC(=O)O2)C1 (centres undefined)
-7,N#Cc1cccnc1N1CCN(CC(=O)Nc2ccccc2Sc2ccccc2)CC1
-5,Cc1onc(-c2ccccc2)c1C(=O)Nc1cccc(Br)c1
1,COCCNC(=O)c1sc(=O)n(Cc2ccc(C(=O)N(C)C)cc2)c1C
-11,N#Cc1ccc(C2N=C(N)Nc3nc4ccccc4n32)cc1 (centres undefined)
91*,Cc1ccccc1CC1(CO)CCCN(C(=O)c2ccccc2N(C)C)C1 (centres undefined)
-11,NC(=O)COc1ccc(Cl)cc1CN1CCCC(O)(CO)CC1 (centres undefined)
-5,O=C1CON=C(c2ccco2)N1Cc1cccc(F)c1
5,CN1OC(C)(CC(=O)NCc2nccs2)N=C1c1ccc2c(c1)OCO2 (centres undefined)
-9,Nc1nc(S(=O)(=O)Cc2ccccc2)ns1
1,COc1cc(Cl)c(C)cc1N1C(=O)CC(Nc2ccc(C(=O)O)cc2)C1=O (centres undefined)
-10,CC(C)(C)C1=NC(=Cc2ccc(Br)cc2)C(=O)O1
-46,Cc1ccccc1N1C(=O)/C(=C/c2ccc(O)cc2)C(=O)NC1=S
1,O=C(CNC(=O)c1ccc(Br)o1)NCCCCOc1ccccc1
-11,Cc1[nH]n(-c2nc3ccccc3s2)c(=O)c1C=NCC(C)C
-3,CNc1cccc(-c2ccc(O)cc2)n1
-5,CNC(=S)N(C)CCCc1cc(-c2ccccc2)n(C)n1
-1,COc1ccc(C2=CCN(C(=O)Nc3nnc(C(C)C)s3)CC2)cc1
-7,CC(C#N)Sc1nnc(-c2ccco2)n1C1CCCCC1 (centres undefined)
-30,CSc1ncnc2c1sc1nc(N3CCOCC3)c3c(c12)CC(C)(C)OC3
-7,Cn1ccnc1C(NC(=O)c1ccc(Br)cc1F)c1ccc(F)cc1 (centres undefined)
-4,CC(Cc1ccc2c(c1)OCO2)c1nccn1Cc1cccnc1 (centres undefined)
-7,Cn1nc(-c2cccs2)cc1C(=O)N1CCN2C(=O)CNC(=O)C2C1 (centres undefined)
-9,Cc1ccc(C)c(N(C)C(=O)c2ccc3nc(C(F)F)[nH]c3c2)c1
-3,COc1cc(C=C2N=C(c3cc(C)cc(C)c3)OC2=O)cc(OC)c1OCC(N)=O
-12,Cc1cc(C)n(-c2cccc(-c3ccc(N)nc3)c2)n1
4,Cc1nc2cc(F)cc(C(=O)NCC3CCC3)c2nc1C
-8,CC(C)SCC(=O)N1C[C@H](O)[C@@H](N2CCN(C)CC2)C1
-39,O=C(c1ccccc1)N1N=C(C(F)(F)F)CC1(O)c1ccccc1 (centres undefined)
-3,Cc1sc2ncnc(N3CCCC(CO)C3)c2c1C (centres undefined)
-3,CCOC(=O)c1cnc(SC)nc1Oc1ccc2c(C)cc(=O)oc2c1C

Next compounds:
mcGAS RapidFire,SMILES
7,NC(=S)N1N=C(c2ccc(Cl)cc2)CC1c1ccco1 (centres undefined)
-11,Cc1cc(C(=O)NCCc2nc3ccccc3[nH]2)n[nH]1
-13,O=C(NC1CCN(CC(F)F)CC1)N1Cc2ccccc2C1
-10,Cc1[nH]c2ccccc2c1S(=O)(=O)CCNC(=O)Nc1ccccc1
-23,Clc1ccccc1-c1cc(C2CCN(Cc3cccnc3)CC2)[nH]n1
-26,Cn1c(CCC(=O)Nc2cnc3n2CCCC3)nc2cccnc21
12,COc1cc(CNC(=O)N2CCN(S(=O)(=O)c3ccc(Cl)s3)CC2)cc(OC)c1OC
-10,CC(NC(=O)CSc1n[nH]c(-c2ccccc2F)n1)c1ccco1 (centres undefined)
-16,O=C(NCC1CN(c2ccc3c(c2)OCO3)C(=O)O1)c1ccco1 (centres undefined)
-4,COc1cc(CNc2nn[nH]n2)cc(Br)c1OCc1ccccc1Cl
-5,CN1CCC(C)(C(=O)Nc2cccc(C#N)c2)C1 (centres undefined)
-14,CSc1ccccc1OCc1cc(C(=O)N2CCCCC2c2nccs2)no1 (centres undefined)
6,COc1ccc(S(=O)(=O)NCC2CCCN(C(=O)c3ccsc3)C2)cc1 (centres undefined)
0,CCOc1c(CC)cnc2c1c(=O)n(CC(=O)Nc1ccc(C)cc1C)c(=O)n2C
-8,O=C(c1ccc(=O)[nH]n1)N1CCN(S(=O)(=O)c2ccc(C3CCCCC3)cc2)CC1
-33,CCN(C(=O)COc1ncnc2sc3c(c12)CCC3)C1CCS(=O)(=O)C1 (centres undefined)
-10,CC(C)(C)c1nnc(N/N=C\c2cccs2)n(N)c1=O
13,Cc1cccc(NC(=O)[C@@H]2CCCN2C(=O)COc2ccc(F)c(Cl)c2)n1
-9,COc1ncccc1[C@@H]1C[C@H](NC(=O)c2ccccc2)C[C@H](C(C)C)O1
-2,Cc1ccc(SC2CN(C(=O)OC(C)(C)C)CCC2=O)cc1 (centres undefined)
-8,Cc1cccc(-n2ncc3c2CCCC3NC(=O)C(=O)c2ccco2)c1C (centres undefined)
-5,CCOC(=O)N1CCN(c2cc(-c3ccccc3)ncn2)CC1
-34,C=CCN(Cc1ccc(Cl)s1)C(=O)COC(=O)C1=COCCO1
-8,CC1=C(C(=O)N2CCOC(Cc3cccc(C(F)(F)F)c3)C2)OCCO1 (centres undefined)
1,COc1ccc(CN2CCNC(=O)C2CC(=O)N(C)CC2CCOCC2)cc1C (centres undefined)
-1&1&3,CCN(CC)CCOC(=O)C1(C2CCCCC2)CCCCC1
2,CC(NC(=O)c1cc(Br)c[nH]1)c1nnc2n1CCC2 (centres undefined)
-7,CCN(Cc1ccc(Cl)s1)S(=O)(=O)Cc1cc(C)no1
-11,COCCN1C(=O)C=C(Nc2cccc(OC)c2)C1=O
-15,COc1ccc(-n2ccnc2CN2CCC(N)(C(=O)O)C2)cc1 (centres undefined)
-24,Cc1cc(CC(C)NC(=O)c2cc(Cn3ccc4ccccc43)[nH]n2)n[nH]1 (centres undefined)
-17,NC1(CNC(=O)c2coc3c2C(=O)CCC3)CCCCC1
-5,CCOC(=O)NC(=S)Nc1ccc(Cl)cn1
-6,COc1ccc(NC(=O)/C(=C\c2cccnc2)NC(=O)c2ccsc2)cc1
6,CC(C)(NC(=O)c1ccc(C(N)=O)cn1)c1c(Cl)cccc1Cl
-5,O=C(N[C@H]1COC[C@@H]1N1CCCCC1)c1cnn2c1CCCC2
-7,CN(C)S(=O)(=O)c1ccc(S(=O)(=O)N(C)c2cccc(Br)c2)cc1
-19,CCN(CCOc1ccc(OC)cc1)C(=O)c1ncc(F)cc1F
-8,C=CCOc1ccc(C2c3c(oc4ccc(C)cc4c3=O)C(=O)N2c2nccs2)cc1 (centres undefined)
-7,CCOC(=O)C1=C(C)N(c2ccc3c(c2)OCCO3)C(=S)NC1c1ccc(F)cc1 (centres undefined)
-3&1,COc1ccc(Cl)c(NS(=O)(=O)c2ccc3c(c2)N(C)CC3)c1
-1,O=C(NCc1ccco1)N1CCC(C(=O)N(Cc2cccs2)CC2CCCO2)CC1 (centres undefined)
-4,CCN(CC(=O)NC(C)(C)C)Cc1ccccn1
-1,CCCNC(=O)C1CCCN(C(=O)Nc2cnc(C(C)(C)C)nc2)C1 (centres undefined)
-5,CCCCN(C)C(=O)c1sc(=O)n(Cc2ccc3c(c2)OCO3)c1C
-27,CN(C)CCOc1ccccc1CN1CCC2(CCOCC2)CC1
-10,COc1ccc(Cn2c(C3CCCCC3)nc3oc4ccccc4c(=O)c3c2=O)cc1
-9,O=C(CCS(=O)(=O)c1ccc(Cl)cc1)NCCC1=CCCCC1
1,CCn1ccc(C(=O)N(C)C2Cc3ccccc3C2)cc1=O
4,Cc1cc(Nc2ccc3c(n2)C(=O)N(CC(=O)NCC2CCCCC2)C3)n(C)n1

(list continues)
mcGAS RapidFire,SMILES
-2,C#CCn1c(O)c(N=NC(=O)CNC(=O)c2ccccc2O)c2ccccc21
-11,Cc1ccccc1CN1CCN2C(C(=O)NC3CCc4ccccc43)=COC2=NC1=O (centres undefined)
-2,Cc1oc(-c2ccc(Cl)cc2)nc1CN1CCCCC1c1nccn1C (centres undefined)
-3,Fc1ccc(-c2csc(=NCC3CCCO3)n2N=Cc2ccc3c(c2)OCCO3)cc1 (centres undefined)
-20,Cn1ccc(-c2nnc(N)o2)n1
-16,Cc1ccc2nc(CCCNC(=O)c3ccc(C4CCCO4)s3)oc2c1 (centres undefined)
-2,Cc1cc(C)nc(Sc2ccc(NS(=O)(=O)c3ccc(F)c(F)c3)cc2)n1

Structures listed so far containing a COOH group:
mcGAS RapidFire,SMILES
1,COc1cc(Cl)c(C)cc1N1C(=O)CC(Nc2ccc(C(=O)O)cc2)C1=O (centres undefined)
-15,COc1ccc(-n2ccnc2CN2CCC(N)(C(=O)O)C2)cc1 (centres undefined)

3 compounds from above, arranged by the value under mcGAS RapidFire, descending:
mcGAS RapidFire,SMILES
-2,Cc1oc(-c2ccc(Cl)cc2)nc1CN1CCCCC1c1nccn1C (centres undefined)
-3,Fc1ccc(-c2csc(=NCC3CCCO3)n2N=Cc2ccc3c(c2)OCCO3)cc1 (centres undefined)
-16,Cc1ccc2nc(CCCNC(=O)c3ccc(C4CCCO4)s3)oc2c1 (centres undefined)
